BCLXL inh – inhibitors of human Bcl-xL, primary screen, biochemical, fluorescence polarization, HTS | 0.7% of 320,000 active | GST-Bcl-xL / FITC-Bim BH3 peptide fluorescence polarization | Bcl-2-like protein 1 (Homo sapiens), Q07817 | AID 2129, 2009 | inhibition, % at 10.9 µM;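 active means inhibition above the mean of all tested compounds plus 3 SD, cutoff set per campaign, cut at about 30% in these data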;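 further: 0% = DMSO wells and 100% = unlabeled Bim-BH3 peptide competitor; inhibitors lower millipolarization by displacing the labeled peptide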
Fam108B inh – mouse Fam108B serine hydrolase inhibitors, primary screen, counter-screen for RBBP9 inhibitor project, biochemical, fluorescence polarization. recombinant Fam108B, FP-Rh probe fluorescence polarization. inhibition, % at 9.51 µM. 0.33% of 300,000 active. AID 1947, 2009;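 active means inhibition above the screen mean inhibition plus 3 SD, computed separately per campaign, cut at about 18% in these data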;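 further: inhibitors lower polarization as less probe binds the enzyme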
GLD-1 TGE inh – GLD-1/TGE RNA complex disruptors, primary screen, biochemical, fluorescence polarization; purified GLD-1 + fluorescein TGE RNA; inhibition, % at 5.96 µM; 0.44% of 320,000 active; AID 2280, 2010;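 active means percent inhibition above a per-plate cutoff, the plate mean of test compounds plus 3 SD, cut at about 30% in these data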;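 further: 0% = DMSO wells with GLD-1 and probe and 100% = wells lacking GLD-1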
MEX-5 binding – MEX-5 zinc finger RNA-binding disruptors – biochemical, C. elegans, fluorescence polarization, MLPCN library, primary screen; Zinc finger protein mex-5 (Caenorhabditis elegans), Q9XUB2; MEX-5/FITC-TCR2 RNA binding; active compounds read low; activity score (negative = inhibition of binding), % at 10 µM; 0.38% of 300,000 active;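 active means inhibition past about -25% in most replicates, and total fluorescence under double the plate's negative control median, limit read from the data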;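 further: 0% = DMSO and -100% = 5 µM competing unlabeled TCR2 RNA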
Target sequence (Q9XUB2 whole entry, looked up): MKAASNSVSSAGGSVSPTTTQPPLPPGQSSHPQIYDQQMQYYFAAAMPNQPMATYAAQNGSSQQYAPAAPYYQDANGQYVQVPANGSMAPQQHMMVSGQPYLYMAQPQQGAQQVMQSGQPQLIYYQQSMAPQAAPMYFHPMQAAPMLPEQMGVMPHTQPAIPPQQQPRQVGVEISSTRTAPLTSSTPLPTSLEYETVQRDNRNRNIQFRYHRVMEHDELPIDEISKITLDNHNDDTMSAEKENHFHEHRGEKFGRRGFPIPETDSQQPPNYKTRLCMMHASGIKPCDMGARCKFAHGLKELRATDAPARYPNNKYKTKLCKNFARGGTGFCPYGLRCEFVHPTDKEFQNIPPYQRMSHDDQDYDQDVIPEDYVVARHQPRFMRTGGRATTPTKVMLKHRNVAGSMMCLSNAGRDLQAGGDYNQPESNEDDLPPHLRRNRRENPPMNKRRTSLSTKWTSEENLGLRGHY
ZTA counter – counter-screen for EBNA-1 inhibitors: inhibitors of Epstein-Barr virus ZTA. P03206. ZTA-DNA binding, fluorescence polarization. inhibition, % at 11 µM. 0.15% of 320,000 active; in the data active means inhibition above about 33%
Efflux pump inh – inhibitors of Candida efflux pumps in yeast, primary screen, S. cerevisiae, Nile Red, multiplex; AID 485275, 2010; 0.44% of 330,000 active; S. cerevisiae Candida pump triplex; inhibition, % at 10 µM;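 active means plate passing quality check with inhibition over a set limit, or well fluorescence over plate mean plus 4 SD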;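 further: Nile Red retained in pooled yeast measured as flow cytometry median fluorescence; 0% = buffer negative control and 100% = Enniatin B positive control; higher means more Nile Red kept so more efflux inhibition; some compounds called inactive have numbers as strong as hits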
CR mimetic SO – reduction of superoxide in aged yeast, primary screen, HTS | 0.18% of 330,000 active | superoxide response (% of plate mean), % at 10 µM | S. cerevisiae aged cells, superoxide DHE fluorescence; active compounds read low | AID 2690, 2010;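 active means superoxide response under a set limit, about three screen SD below normal, cut at about 65% in these data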;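 further: yeast aged for seven days with compound at 30 °C before DHE staining; 100% = average MFI of all compound-treated wells on the plate with controls excluded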
MCL1-BIM inh – inhibitors of MCL1 binding to BIM-BH3, primary screen, biochemical, fluorescence polarization | GST-MCL1 / FITC-Bim-BH3 fluorescence polarization | AID 2057, 2009 | Induced myeloid leukemia cell differentiation protein Mcl-1 (Homo sapiens), Q07820 | inhibition, % at 10.9 µM | 0.68% of 320,000 active;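 active means inhibition above the mean inhibition of all tested compounds plus 3 SD, set per campaign, cut at about 40% in these data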;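 further: 0% = DMSO wells and 100% = unlabeled Bim-BH3 peptide control; higher means more loss of mP so more displacement of Bim peptide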
Target sequence (Q07820 whole entry, looked up): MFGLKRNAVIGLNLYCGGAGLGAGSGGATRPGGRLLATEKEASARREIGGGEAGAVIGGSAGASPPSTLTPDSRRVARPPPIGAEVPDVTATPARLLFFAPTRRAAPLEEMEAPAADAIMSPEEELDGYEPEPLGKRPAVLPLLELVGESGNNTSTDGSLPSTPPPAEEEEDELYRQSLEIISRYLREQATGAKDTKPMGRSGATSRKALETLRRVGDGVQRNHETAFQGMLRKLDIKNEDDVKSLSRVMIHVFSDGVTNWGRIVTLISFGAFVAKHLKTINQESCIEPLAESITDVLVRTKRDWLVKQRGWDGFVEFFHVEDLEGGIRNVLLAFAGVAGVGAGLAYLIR
EBNA-1 inhibitor – EBNA-1 DNA-binding inhibitors, primary screen, biochemical, fluorescence polarization; inhibition, % at 14.8 µM; 0.34% of 300,000 active; AID 1950, 2009; in the data active means inhibition above about 28%
The depositor's hits bear a star; . = no result given. Rows were taken by chance. Share with any hit: about 2.3%.

SMILES	BCLXL inh	Fam108B inh	GLD-1 TGE inh	MEX-5 binding	ZTA counter	Efflux pump inh	CR mimetic SO	MCL1-BIM inh	EBNA-1 inhibitor
COc1cc(OC)cc(C(=O)N2CCCc3ccccc32)c1	1	2	-7	-2.4	14	-0.1	95	0	2
CCN(C(=O)c1ccc(NC(C)=O)cc1)c1ccccc1	1	-1	2	0.3	-1	0.3	109	1	-3
Cc1ccc(S(=O)(=O)NCc2ccccc2)cc1C(=O)N1CCCC(C(F)(F)F)C1 (centres undefined)	5	2	8	0.3	14	-0.1	104	4	9
COc1ccc(OCC(=O)Nc2ccc3nc(C)sc3c2)cc1	3	-3	5	4.4	7	0.1	103	1	4
Cc1cc(C)cc(SCc2noc(C(=O)NCCN(C)C)c2C(=O)NCCN(C)C)c1	-6	-6	2	1.0	-2	0.5	115	-9	-1
S=C(NCc1ccncc1)Nc1ccc(Cl)c(Cl)c1	6	-1	2	-1.9	7	0.0	83	11	0
CC(C(=O)Nc1ccc(N2CCOCC2)cc1)N1C(=O)NC(C)(C)C1=O (centres undefined)	-1	.	-1	.	-8	-0.1	102	2	.
Cc1cc(Cl)nc(Cl)c1C(=O)NC(=O)NCCC(C)C	-1	-6	-7	1.5	-15	0.0	84	-7	3
Cc1cc(C(=O)Nc2ccc(S(=O)(=O)N3CCCC3)cc2)cs1	0	-4	-2	.	4	0.1	82	4	-4
CCCNC(=O)N[C@@H](CCSC)C(=O)OC	1	0	4	-1.2	-1	0.0	98	3	-2
Cc1ccccc1N(CC(=O)NC1CCCC1)C(=O)C1(C)CC(=O)N=C2C=CC=CN21 (centres undefined)	4	-3	2	-0.1	-1	-0.2	92	4	3
O=C(c1ccc2c(c1)OCCO2)N1CCN(Cc2c(F)cccc2Cl)CC1	4	.	0	.	7	-0.1	96	-3	.
CCCSCCCNC(=O)CN1C(=O)COc2ccc(S(=O)(=O)N3CCCC3)cc21	2	0	-6	1.4	8	-0.1	112	0	1
CC(C)(C)NC(=O)COC(=O)c1cncc(Br)c1	11	-4	7	-5.3	8	0.0	106	2	6
COc1ccc(N(CC(=O)Nc2ccc(Cc3ccncc3)cc2)S(=O)(=O)c2ccccc2)cc1	0	-9	-1	0.7	11	0.0	88	0	-4
O=C(O)CC(C(=O)Nc1ccc(F)cc1)C1CCCO1 (centres undefined)	2	0	0	-4.3	-8	0.1	100	27	4
Cc1cc(C)cc(C(=O)Nc2cccnc2)c1	5	3	-4	0.3	2	-0.3	85	-2	-5
CCOc1ccc(-n2c(SCC(=O)Nc3ccc(CC)cc3)nc3n[nH]c(C)c3c2=N)cc1	3	-6	7	-1.8	8	0.1	107	0	13
CCC(C)NC(=O)c1cnc2n(c1=O)CCS2 (centres undefined)	5	3	3	.	4	0.1	98	3	13
O=C(NNS(=O)(=O)c1ccccc1)C(O)(c1ccccc1)c1ccccc1	3	2	5	0.9	-2	0.0	100	-2	-5
O=C(O)CSc1ncccc1C(=O)O	-3	-5	-1	-0.8	5	0.2	80	-5	-6
NC(=O)c1nn(-c2ccccc2)nc1NC(=O)Cn1nnc(-c2ccccc2)n1	2	-15	3	2.1	1	-0.5	103	2	46*
Cc1nc2ccc(S(=O)(=O)NCC(=O)N3CCc4ccccc4C3)cc2s1	5	0	3	1.0	-4	-0.2	96	5	3
CCCCNC(=O)c1cc(-c2ccc(F)cc2)on1	1	-1	8	-0.3	-3	-0.1	94	5	-6
CN(C)CCCNc1nc(-c2ccccc2)nc2ccccc12	7	-2	-4	-1.3	-9	0.2	101	6	-6

EBNA-1 inhibitor, entries above that show a hit.
| Structure | BCLXL inh | GLD-1 TGE inh | MEX-5 binding | Efflux pump inh | MCL1-BIM inh | EBNA-1 inhibitor |
| --- | --- | --- | --- | --- | --- | --- |
| NC(=O)c1nn(-c2ccccc2)nc1NC(=O)Cn1nnc(-c2ccccc2)n1 | 2 | 3 | 2.1 | -0.5 | 2 | 46* |

The list continues:
SMILES	BCLXL inh	Fam108B inh	GLD-1 TGE inh	MEX-5 binding	ZTA counter	Efflux pump inh	CR mimetic SO	MCL1-BIM inh	EBNA-1 inhibitor
O=C(Nc1n[nH]c(C(F)(F)F)n1)c1cccs1	5	-4	2	-0.9	9	0.1	104	7	2
c1ccc(C2=Nn3c(Cn4nnc5ccccc54)nnc3SC2)cc1	-8	0	-1	3.7	-11	0.2	81	2	-17
CN(C)C(CNC(=S)Nc1ccc(F)cc1)c1cccnc1 (centres undefined)	1	-3	1	1.5	-3	-0.1	95	7	5
Cc1ccc(SCc2[nH]nc3c2C2(C(=O)Nc4ccc([N+](=O)[O-])cc42)C(C#N)=C(N)O3)cc1 (centres undefined)	6	1	-3	-7.1	7	-0.1	101	7	15
C#CCn1c(=NC(=O)CSC(C)=O)sc2cc(F)ccc21	2	8	-8	0.7	26	-0.2	97	8	2
CCn1c(CSCc2ccccc2)n[nH]c1=S	-17	3	7	1.8	-6	0.0	140	-20	-18
CN1CCN(C(=O)c2cc3nc(-c4ccccc4)cc(C(F)(F)F)n3n2)CC1	1	6	5	-2.7	-5	-0.1	106	2	4
O=C(COc1ccc(Br)cc1)Nc1ccccc1C(=O)NC1CC1	-5	-2	2	2.1	-3	-0.1	97	-7	4
CC1Cc2ccccc2N1C(=O)CN1C(=O)COc2ccccc21 (centres undefined)	0	-3	-1	0.2	-4	-0.3	89	-2	-11
CC(C)CCN1C(=O)c2ccc(C(=O)N3CCCCC3)cc2C1=O	4	1	4	1.0	12	-0.1	91	5	12
NC(=O)NC(CC(=O)NNC(=O)c1ccccn1)c1ccccc1Cl (centres undefined)	4	.	4	.	-1	0.0	80	3	.
CCc1ccc(-c2cc(C)no2)cc1S(=O)(=O)NCCc1ccc(S(N)(=O)=O)cc1	12	2	5	-7.4	-10	0.0	90	8	-7
O=C(CSc1ccc(Cl)cc1)NCC1CCCO1 (centres undefined)	4	0	2	0.7	-11	0.1	107	-17	-2
CCCC(=O)Nc1nc(-c2ccc(OC)cc2)cs1	5	-3	2	3.4	1	-0.1	122	4	11
Cc1cccn2cc(CNC(=O)c3ccc(Br)o3)nc12	1	-1	-4	0.1	-1	0.1	101	9	-3
CCN(CC)S(=O)(=O)c1cccc(NC(=O)COC(=O)C2CC3C=CC2C3)c1 (centres undefined)	0	11	5	0.6	10	-0.2	103	4	11
COc1ccc2nccnc2c1[N+](=O)[O-]	4	1	5	-2.5	11	0.0	101	-2	6
COC(=O)c1ccc(COC(=O)C(CCS(C)(=O)=O)N2C(=O)c3ccccc3C2=O)cc1 (centres undefined)	3	2	1	2.2	4	0.0	102	3	-7
Cc1nc2cc(N)ccc2n1C1CCCCC1	0	-8	1	-39*	-14	-0.1	87	4	0
CCN(CC)S(=O)(=O)c1ccc(C(=O)Nc2cc(C)on2)cc1	1	-2	-3	-1.2	4	0.0	107	-4	0
CCOC(=O)c1c(N)n(CCOC(=O)c2cccs2)c2nc3ccccc3nc12	4	-2	3	-2.0	-11	-0.1	100	3	0
CCOC(=O)c1cc(NC(=O)COC)ccc1O	0	-3	2	2.1	-9	0.1	88	-4	6
O=C(COc1ccc(Cl)cc1)N(Cc1ccco1)C1CCS(=O)(=O)C1 (centres undefined)	3	4	2	.	6	-0.1	82	6	-5
CCN1CCN(C(=O)CN2C(=O)COc3ccc(C)cc32)CC1	2	3	3	0.6	9	0.0	96	0	12
CCCN1C(=S)SC(C)(C)C1/[N+]([O-])=C/c1ccc(S(=O)(=O)NC)cc1 (centres undefined)	-1	-4	1	0.5	6	0.1	97	4	-5

Single records, from the list above.
Shown for `CCC(C)NC(=O)c1cnc2n(c1=O)CCS2` (centres undefined) : BCLXL inh = 5; Fam108B inh = 3; GLD-1 TGE inh = 3; MEX-5 binding = .; ZTA counter = 4; Efflux pump inh = 0.1; CR mimetic SO = 98; MCL1-BIM inh = 3; EBNA-1 inhibitor = 13
Shown for `CC(C)CCN1C(=O)c2ccc(C(=O)N3CCCCC3)cc2C1=O` : BCLXL inh = 4; Fam108B inh = 1; GLD-1 TGE inh = 4; MEX-5 binding = 1.0; ZTA counter = 12; Efflux pump inh = -0.1; CR mimetic SO = 91; MCL1-BIM inh = 5; EBNA-1 inhibitor = 12

More entries:
SMILES	BCLXL inh	Fam108B inh	GLD-1 TGE inh	MEX-5 binding	ZTA counter	Efflux pump inh	CR mimetic SO	MCL1-BIM inh	EBNA-1 inhibitor
COc1ccc(C(=O)NCCSCc2ccc(Cl)cc2)cc1OC	-2	1	8	-1.0	-3	-0.1	96	2	8
O=C(Nc1ccccc1)c1cccnc1Nc1ccccc1	6	-2	6	0.8	8	0.0	78	12	-1
Cc1ccc(NC(=O)c2cncc(Br)c2)nc1	2	4	2	1.8	9	0.0	95	3	8
COc1ccccc1C(=O)NC(=O)COC(=O)c1ccc(Cl)cc1[N+](=O)[O-]	-1	1	2	-3.0	2	0.1	112	-2	-7
Cc1ccc(OCC(=O)NNC(=O)Nc2ccc(Cl)cc2)c(Br)c1	2	-4	5	0.1	20	-0.1	83	2	12
COc1ccc2oc(C(=O)OCC(=O)N3CCN(C(C)=O)CC3)c(C)c2c1	-1	1	1	-3.0	8	0.1	108	-4	-9
O=S(=O)(Nc1cccc(-n2cnnn2)c1)c1ccccc1C(F)(F)F	0	-1	-5	-0.6	-10	0.1	104	3	-17
CC1CC(C)CN(C(=O)Cn2nnc(-c3ccc(Br)cc3)n2)C1 (centres undefined)	3	-1	4	0.3	-23	0.3	104	-4	-7
Cc1ccc(CNC(=O)CC(NC(=O)c2ccccc2)c2ccccc2)cc1 (centres undefined)	-8	.	7	.	0	-0.1	113	-15	.
Cn1nnc(NC(=O)c2cccs2)n1	3	-2	-4	1.2	8	0.1	106	5	4
Cc1cccc(C)c1NC(=O)CN1CCNCC1	7	-1	-2	-1.8	7	-0.1	102	8	0
CCOc1ccc(/C=C(\C#N)C(=O)NCC2CCCO2)cc1OCC (centres undefined)	-10	3	6	-0.5	-9	0.3	93	-23	0

By substructure, the entries above containing a cyano group
SMILES	BCLXL inh	Fam108B inh	GLD-1 TGE inh	MEX-5 binding	ZTA counter	Efflux pump inh	CR mimetic SO	MCL1-BIM inh	EBNA-1 inhibitor
Cc1ccc(SCc2[nH]nc3c2C2(C(=O)Nc4ccc([N+](=O)[O-])cc42)C(C#N)=C(N)O3)cc1 (centres undefined)	6	1	-3	-7.1	7	-0.1	101	7	15
CCOc1ccc(/C=C(\C#N)C(=O)NCC2CCCO2)cc1OCC (centres undefined)	-10	3	6	-0.5	-9	0.3	93	-23	0

Screening results from PubChem.
